Efa HMGR inh: inhibitors of E. faecalis class II HMGR, primary screen, biochemical, Enterococcus faecalis; purified E. faecalis HMGR, NADPH absorbance 340 nm kinetic; inhibition, % at 10 µM; AID 1066, 2008; actives 0.41% (n = 190,000);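 active means inhibition above a set limit, the median over all tested compounds plus 3 SD, cut at about 9.5% in these data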;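 further: enzyme runs in reverse so mevalonate oxidation gives rising NADPH absorbance; 0% = complete reaction with DMSO and 100% = background rate lacking mevalonate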
Lmaj promast: Leishmania major promastigote growth inhibition, primary screen. actives 9% (n = 200,000). inhibition, % at 10 µM. Leishmania major promastigotes, resazurin fluorescence viability; in the data active means inhibition above about 50%;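 further: promastigotes grown with compound for 44 hours at 28 °C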
bIAP inh: bovine intestinal alkaline phosphatase inhibitors, primary screen, selectivity assay for TNAP inhibitor project, biochemical, bovine IAP, CDP-star luminescence; alkaline phosphatase, intestinal [Bos taurus]; purified bovine IAP, 30 min; inhibition, % at 20 µM; 190,000 tested, under 10 active;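 active means over 50% inhibition of intestinal alkaline phosphatase at 20 µM in the single-dose screen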
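Incubation: 30 min reaction at room temperature / Material: purified bovine intestinal alkaline phosphatase (IAP) enzyme / Input: enzyme at 1/65,000,000 dilution / Dosing: 20 µM single dose / Signal: CDP-star luminescence signal / Reagent: CDP-star chemiluminescent phosphatase substrate, 30 µM final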
S1P3 antag: S1P3 receptor antagonists, primary screen, cell-based. CHO S1P3 NFAT-BLA reporter, FRET fluorescence, antagonist mode. inhibition, % at 4.98 µM. actives 0.27% (n = 170,000). AID 485, 2006;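 active means inhibition above the plate cutoff, the mean inhibition of test wells on that plate plus 3 SD, cut at about 28% in these data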;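 further: cells challenged with S1P at its EC80 of 0.8 µM; blue over green emission ratio from cleaved BLA substrate after 4 h stimulation; 0% = S1P-stimulated wells and 100% = unstimulated DMSO-only wells; some compounds past the cut are filed as inactive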
Target sequence (Q99500 whole entry, looked up): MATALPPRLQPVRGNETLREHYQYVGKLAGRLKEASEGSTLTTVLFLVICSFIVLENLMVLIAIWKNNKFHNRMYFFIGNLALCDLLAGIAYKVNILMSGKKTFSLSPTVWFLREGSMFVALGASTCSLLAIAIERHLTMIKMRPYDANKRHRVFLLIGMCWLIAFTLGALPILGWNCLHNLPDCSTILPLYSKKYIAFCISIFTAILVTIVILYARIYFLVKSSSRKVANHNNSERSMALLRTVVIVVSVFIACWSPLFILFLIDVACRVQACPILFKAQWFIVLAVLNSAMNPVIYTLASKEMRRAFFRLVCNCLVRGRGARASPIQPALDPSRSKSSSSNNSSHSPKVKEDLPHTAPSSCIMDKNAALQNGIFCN
PPARg SRC-1 ag: PPARgamma agonists recruiting SRC-1 coactivator, primary screen, biochemical; Peroxisome proliferator-activated receptor gamma (Homo sapiens), P37231; PPARgamma-SRC-1 coactivator recruitment biochemical assay; activation, % at 8 µM; actives 0.41% (n = 200,000); AID 631, 2007; in the data active means activation above about 19%;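 further: 0% = DMSO and 100% = reference agonist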
Target sequence (P37231 whole entry, looked up): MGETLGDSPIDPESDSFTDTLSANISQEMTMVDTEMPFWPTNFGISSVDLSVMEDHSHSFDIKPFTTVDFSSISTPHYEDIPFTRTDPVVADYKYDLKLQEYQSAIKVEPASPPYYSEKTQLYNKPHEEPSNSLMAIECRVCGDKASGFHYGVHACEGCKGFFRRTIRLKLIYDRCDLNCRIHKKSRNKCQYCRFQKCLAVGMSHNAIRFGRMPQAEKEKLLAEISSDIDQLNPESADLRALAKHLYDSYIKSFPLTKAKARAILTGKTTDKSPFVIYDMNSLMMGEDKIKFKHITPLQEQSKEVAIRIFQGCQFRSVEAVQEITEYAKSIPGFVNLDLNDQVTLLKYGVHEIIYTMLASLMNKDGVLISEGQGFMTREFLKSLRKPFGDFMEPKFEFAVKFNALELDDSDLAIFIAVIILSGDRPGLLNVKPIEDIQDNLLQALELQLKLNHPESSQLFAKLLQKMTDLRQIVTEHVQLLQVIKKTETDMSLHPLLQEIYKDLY
DTT redox prof: compounds producing H2O2 with reducing agent – biochemical, NIH compound library profiling, artefact control for MLSCN library redox annotation, primary screen. DTT-dependent redox cycling H2O2, phenol red/HRP absorbance; 100% = 100 µM peroxide control, 0% = buffer. activation, % at 10 µM. actives 0.03% (n = 200,000);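 active means activation of at least 50% relative to the plate's high and low controls in the primary single-dose screen; inactive means activation below 50%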;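 further: compound incubated with DTT at 0.8 mM final as the reducing agent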
RAM inhibit: inhibitors of the yeast RAM network, primary screen, dse1pr::URA3 reporter, 5-FOA selection | S. cerevisiae dse1pr::URA3 reporter, 5-FOA growth OD615, 2 d; analog-sensitive cbk1-as2 kinase mutant strain | AID 868, 2007 | actives 1.8% (n = 190,000) | inhibition, % at 50 µM;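 active means inhibition above a set limit, 3 SD over mean compound inhibition, cut at about 8.4% in these data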;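 further: 0% = DMSO-only wells with no growth and 100% = 10 µM 1-NA-PP1 full growth; inhibition rescues growth on 5-FOA so higher OD means more RAM inhibition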
ROMK primary: ROMK potassium channel modulators, primary screen, cell-based, thallium flux, MLSMR library. ATP-sensitive inward rectifier potassium channel 1 (Homo sapiens), P48048. Tet-inducible ROMK, thallium flux fluorescence; actives lie on both sides. B-score at 10 µM. actives 2% (n = 130,000). AID 1918, 2009;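 active means signal ratio slope over the read window, or its plate-corrected B-score, at least 3 SD from the plate mean, either direction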;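 further: B-score of the F/F0 ratio slope over 7 to 12 s after thallium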
PPARg SRC-2 ag: agonists of PPARg-SRC-2 recruitment, primary screen, biochemical, HTS | Peroxisome proliferator-activated receptor gamma (Homo sapiens), P37231 | PPARgamma LBD-SRC-2 recruitment | activation, % at 8 µM | actives 0.34% (n = 200,000); in the data active means activation above about 22%;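 further: 0% = vehicle and 100% = reference agonist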
SRC2 TRFRET art: TR-FRET signal artefacts, primary screen, artefact control for PPARgamma SRC-2 agonist project, biochemical. TR-FRET ratio at 8 µM. TR-FRET artefact counter-screen; active compounds read high. actives 0.4% (n = 200,000); in the data active means TR-FRET ratio above about 2000; further: inactives centre near 1500
PPARg SRC-3 ag: PPARgamma agonists recruiting SRC-3 coactivator, primary screen, biochemical. actives 0.26% (n = 200,000). AID 731, 2007. biochemical PPARgamma/SRC-3 coactivator recruitment assay. activation, % at 8 µM. Peroxisome proliferator-activated receptor gamma (Homo sapiens), P37231; in the data active means activation above about 23%;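 further: 0% = DMSO and 100% = reference agonist; some compounds past the cut are filed as inactive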
Starred values were filed as active, the others as inactive; . = no result given.

SMILES | Efa HMGR inh | Lmaj promast | bIAP inh | S1P3 antag | PPARg SRC-1 ag | DTT redox prof | RAM inhibit | ROMK primary | PPARg SRC-2 ag | SRC2 TRFRET art | PPARg SRC-3 ag
Cc1ccc(S(=O)(=O)c2ccccc2)cc1S | 0 | 1 | 18 | -6 | 7 | -0.1 | 6.0 | -0.028 | 1 | 1664 | 6
CCn1c(CSc2nc3ccccc3s2)nnc1SCC(=O)OC(C)(C)C | -8 | 2 | 11 | . | 1 | 0.1 | 1.7 | -1.6 | 6 | 1434 | 9
Cc1[nH]c(=O)[nH]c1C(=O)CCCCC(=O)O | -1 | -5 | -14 | -3 | -8 | 0.5 | 0.1 | . | 2 | 1485 | -5
Cc1ccc2nc3c(cc2c1)CN(Cc1ccco1)C(=NCC1CCCO1)S3 (stereo not drawn) | -1 | 40 | 1 | 35 | 2 | 2.6 | 2.9 | . | -5 | 1397 | -10
CCC(C)(C)C1CCC(=NNc2nc3ccccc3[nH]2)CC1 (stereo not drawn) | -2 | 8 | 7 | -19 | 2 | 0.1 | 1.8 | -1 | 9 | 1378 | 4
COc1ccc(CNCCNC(=O)c2nonc2N)cc1OC | -4 | -7 | 14 | . | 2 | 1.9 | 3.8 | . | -4 | 1589 | 3
O=C(/C=C/c1ccccc1)Nn1cnc2ccccc2c1=O | -1 | -7 | -10 | 10 | -2 | 0.1 | 1.8 | . | -3 | 1461 | 1
CC(=O)Nc1cccc(C(=O)N/N=C/c2ccc(F)cc2)c1 | -1 | 10 | 11 | -19 | 9 | -0.2 | 4.2 | -1.9 | 8 | 1592 | 5
O=C(Cc1ccccc1)NCCS(=O)c1ccc(Cl)cc1 (stereo not drawn) | -1 | -6 | 6 | . | 7 | -6.9 | 1.2 | . | 7 | 1559 | 9
CCCCCn1c(SCC(=O)OCC)nc2cc(C(=O)N3CCC(C(N)=O)CC3)ccc2c1=O | 1 | -5 | -2 | . | 0 | 2.3 | 1.2 | . | -6 | 1632 | 5
O=c1c2ccccc2c(-c2n[nH]c(=S)o2)nn1Cc1ccccc1 | -6 | -8 | -10 | -3 | 23* | 0.1 | 4.1 | 1.7 | 28* | 2234* | 16
Cc1ccc(S(=O)(=O)NC(=O)c2cc(C)n(-c3cc(S(=O)(=O)N4CCOCC4)ccc3N3CCCC3)c2C)cc1 | -7 | -5 | -9 | . | -1 | -17 | 3.9 | . | -1 | 1506 | 7
O=C(CCc1ccccc1)Nc1ccc(NC(=O)c2ccco2)nc1 | -2 | -2 | 7 | -10 | 8 | -0.5 | 2.2 | 0.23 | 9 | 1555 | 10
O=C(NCCC1=CCCCC1)NC1CCCCC1 | -4 | 18 | 3 | -3 | 2 | 2.2 | 2.5 | . | 3 | 1381 | 2
Cc1cc(C)cc(C(=O)NCC(=O)OCC(=O)N2CCN(S(=O)(=O)c3ccc4ccccc4c3)CC2)c1 | -4 | -6 | 17 | 3 | -3 | 0.1 | 5.3 | . | -13 | 1324 | -3
CCN(CC)S(=O)(=O)c1ccc2c(c1)nc(SC(C)C(N)=O)n2-c1ccc(OC)cc1 (stereo not drawn) | 5 | 8 | -22 | . | 4 | -0.6 | 0.7 | . | 7 | 1624 | -6
O=C(CSc1nc2ccccc2n1CCc1ccccc1)c1ccc(O)c(O)c1 | -2 | -5 | 10 | 3 | 4 | -0.5 | 1.2 | 1.4 | 1 | 1502 | 3
CCOC(=O)C1=C(c2ccccc2)NC(=S)NC1c1cccc([N+](=O)[O-])c1 (stereo not drawn) | -7 | 16 | -7 | -6 | 2 | 0.0 | 1.0 | . | 2 | 1291 | 1
CC(=O)Nc1ccc(NC(=O)C2CC(=O)N(Cc3ccccc3)C2)cc1 (stereo not drawn) | -2 | -1 | 7 | -5 | 5 | -1.9 | -1.0 | . | -3 | 1571 | 3
Nc1ccc(N2CCN(c3ccccc3)CC2)c(F)c1 | 3 | 19 | -1 | -14 | 5 | -0.6 | 3.2 | -0.21 | 5 | 1621 | 0
Cc1cc(Br)ccc1NC(=O)CCN1C(=O)c2ccncc2C1=O | -1 | -8 | 5 | -10 | -1 | 2.3 | 0.5 | . | -4 | 1487 | -5
N/C(=N\OC(=O)CCN1C(=O)c2ccccc2C1=O)c1ccccn1 | 1 | 4 | -2 | -3 | -7 | 0.3 | 0.6 | -0.13 | -10 | 1306 | -5
CCC(CC)NC(=O)c1cccc(Oc2ccccc2)c1 | -2 | 4 | 10 | -5 | 4 | 0.4 | 2.8 | -0.48 | -3 | 1433 | 2
COc1ccc(Cc2nc(C(=O)Nc3ccc(OC)cc3)cs2)cc1 | -1 | -6 | 32 | . | 0 | 0.1 | 3.7 | -0.93 | 9 | 1529 | -1
Cc1nnc(SCC(=O)N2CCOCC2)n1C | 0 | -3 | 5 | -25 | 3 | 1.9 | 1.4 | 0.084 | -1 | 1610 | 4

Copied from the list:
In Lmaj promast, N/C(=N\OC(=O)CCN1C(=O)c2ccccc2C1=O)c1ccccn1 has 4
In ROMK primary, O=C(CSc1nc2ccccc2n1CCc1ccccc1)c1ccc(O)c(O)c1 has 1.4

(more compounds)
SMILES | Efa HMGR inh | Lmaj promast | bIAP inh | S1P3 antag | PPARg SRC-1 ag | DTT redox prof | RAM inhibit | ROMK primary | PPARg SRC-2 ag | SRC2 TRFRET art | PPARg SRC-3 ag
C#CC[N+](C)(C)CCCCCCCCCCCC | -4 | 100* | -4 | 1 | 4 | 0.1 | 0.1 | . | 0 | 1576 | -2
CC(Sc1nc(N)cc(=O)[nH]1)C(=O)NC1CCCCC1 (stereo not drawn) | -3 | -2 | 11 | 1 | -6 | 1.3 | -1.1 | . | -1 | 1466 | -1
CCc1cccc2c(C(=O)COC(=O)/C=C/c3ccccc3OC)c[nH]c12 | -3 | -4 | 0 | 9 | 4 | 0.8 | 5.5 | . | 11 | 1593 | -6
C=C1N(c2ccc(Cl)cc2)C(=O)OC1(C)C | 0 | -5 | 0 | . | -11 | -6.3 | 3.1 | . | 2 | 1421 | -2
CCOC(=O)c1c(NC(=O)C(C)N2CCN(S(=O)(=O)c3cccs3)CC2)sc2c1CCC(C)C2 (stereo not drawn) | -1 | 4 | 19 | 7 | -7 | 0.4 | 4.2 | . | 11 | 1568 | 2
COc1ccc(NC(=O)C2CCCN(S(=O)(=O)c3c(C)n[nH]c3C)C2)cc1 (stereo not drawn) | 2 | -7 | -12 | -3 | 4 | 2.3 | 4.9 | . | 0 | 1408 | -9
CN1CCC(NC(=S)Nc2cccc([N+](=O)[O-])c2)CC1 | -3 | 25 | -3 | -9 | 2 | -0.5 | 0.7 | 0.26 | 11 | 1592 | 9
Nc1c(C(=O)c2ccccc2O)cnn1-c1ccc(S(=O)(=O)N2CCOCC2)cc1[N+](=O)[O-] | -4 | -4 | 8 | -3 | 7 | 0.5 | 3.5 | -0.044 | 0 | 1497 | 8
O=C(O)c1ccc2nc3c(nc2c1)-c1ccccc1C3=O | -4 | 9 | 6 | -5 | 7 | -0.7 | 2.0 | -1.7 | 0 | 1384 | 4
COc1cc2c(cc1OC)CN(CC(=O)Nc1ccc3c(c1)OCO3)CC2 | 0 | -1 | -9 | . | 3 | 1.9 | 0.8 | . | -1 | 1466 | -6
CN(c1ccc(C(=O)NCc2ccc3c(c2)OCO3)cc1)S(=O)(=O)c1ccccc1 | -1 | 2 | 10 | 17 | -3 | -0.2 | 4.7 | -1.1 | 4 | 1589 | 3
Cc1cccc(NC(=O)c2ccccc2Br)n1 | -6 | -1 | 12 | -13 | . | -1.3 | 0.5 | . | . | . | .
O=C(CCCOc1ccc(Cl)cc1Cl)N/N=C/c1cccc([N+](=O)[O-])c1 | 1 | 0 | 3 | -3 | 0 | 0.0 | 5.8 | 0.13 | 11 | 1469 | 3
Cc1ccc2c(C(=O)CN3CCOCC3)c(C)[nH]c2c1 | -1 | -2 | 10 | . | 10 | 13 | 0.7 | . | 12 | 1801 | 8
OCCN(Cc1ccccc1)CC1CC2C=CC1C2 (stereo not drawn) | -9 | 2 | 7 | 2 | -4 | 0.5 | 1.6 | . | 2 | 1711 | 8
O=S(=O)(Cc1ccccc1Cl)Nc1ccccn1 | -6 | -5 | 2 | -3 | 1 | 0.9 | 1.3 | 0.77 | 2 | 1581 | 9
COc1ccccc1NC(=O)c1c(C)oc2c1CCCC2 | -3 | 9 | -38 | . | 1 | 0.4 | 3.2 | -0.89 | -2 | 1456 | 4
COC(=O)Cc1cc(=O)[nH]c(Nc2nc3ccccc3o2)n1 | 0 | -2 | -26 | 12 | -4 | 2.0 | 0.3 | . | -4 | 1406 | 0
CS(=O)(=O)N(CC(=O)Nc1ccc(S(=O)(=O)N2CCOCC2)cc1)c1cccc(F)c1 | -2 | -2 | 8 | 15 | -1 | -0.5 | 0.4 | 0.21 | -1 | 1493 | -2
COc1ccc(C(=O)Nc2ccccc2C(=O)NCCCn2ccnc2)cc1 | 0 | 1 | -2 | -16 | 0 | 3.0 | 3.9 | . | 4 | 1491 | 5
Cc1ccc(S(=O)(=O)NC(=O)c2ccc(Br)o2)cc1 | -3 | -5 | 8 | -1 | 4 | 0.6 | 3.0 | 0.57 | 10 | 1593 | 1
COc1ccc2nc(C)cc(SCC(=O)N/N=C/c3cccc4ccccc34)c2c1 | -2 | 4 | -4 | . | 6 | -3.4 | 0.4 | . | 6 | 1704 | 10
COc1ccc(NC(=O)c2ccc(Cl)c(S(=O)(=O)N3CCc4ccccc4C3)c2)cn1 | -1 | 33 | 6 | -47 | 1 | -0.3 | 4.6 | 0.49 | -3 | 1568 | 1
Cc1cc(NC(=O)CSc2nnc3c(C)cc4c(C)ccc(C)c4n23)no1 | 2 | 2 | -1 | 15 | -2 | 1.1 | 1.9 | . | 5 | 1573 | -1
COc1cccc(NC(=O)NCCC2=CCCCC2)c1 | 0 | 11 | 12 | 0 | -5 | -0.2 | 0.0 | -0.98 | 0 | 1479 | 2
CCCCNC(=O)c1onc(CSc2ccccc2C)c1C(=O)O | -4 | -5 | 5 | . | -8 | 19 | 4.3 | . | -5 | 1449 | -8
CCc1ccc(OCC(=O)NCc2ccco2)c(Br)c1 | 1 | 20 | 0 | -20 | 3 | 2.9 | -1.5 | . | -1 | 1606 | 1

Screening results as filed in PubChem.
